Assay outcomes from PubChem.
AID inh – activation induced cytidine deaminase inhibition; AID deamination FRET fluorescence, UDG-coupled, 4 h; Potency, µM (highest dose often 115 µM), without a hit: at the top dose activity change, negative = inhibition, usual class: inhibitors; hit rate 0.32% among 91,000; also: nearly all actives have a fitted effect of over 25% in size
Target sequence (Q9GZX7 whole entry, looked up): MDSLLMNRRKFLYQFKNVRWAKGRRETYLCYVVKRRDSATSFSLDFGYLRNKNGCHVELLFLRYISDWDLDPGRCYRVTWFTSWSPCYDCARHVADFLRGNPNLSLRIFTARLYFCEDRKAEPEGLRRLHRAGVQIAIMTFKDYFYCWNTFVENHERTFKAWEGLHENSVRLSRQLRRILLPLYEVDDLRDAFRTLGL
UDG counterscr – counter-screen for AID inhibitors: uracil-DNA glycosylase inhibition; Potency, µM (doses to about 115 µM), for the others: top-dose activity change, negative = inhibition, actives largely listed as inhibitors; hit rate 0.14% among 91,000; FRET deamination/UDG coupled assay, UDG read, 4 h; AID 1347430; also: nearly all actives have a fitted effect of over 65% in size
Starred values were filed as active, the others as inactive; ? = inconclusive; [ ] = another dose, or the depositor's remark. Calls follow the shape of the dose curve; as a rule, active = well fitted curve in the direction sought with a large enough effect; inconclusive = small, poorly fitted or top-dose-only effect, or another doubt; inactive = no such curve, though single readings can be large; an effect the other way counts as inactive or inconclusive. % is scaled to controls: 0 for no effect and ±100 for the full control effect; potency is read from the fitted curve at half-maximal effect. This is a subset; count on the stated rates, not on these rows.

Compound	AID inh	UDG counterscr
CCN(Cc1ccncc1)C(=O)c1cc(=O)c2ccccc2o1	0%	8%
COc1cc(-c2nc3n(n2)C(c2ccccc2)C2=C(CCCC2=O)N3)cc(OC)c1OC (stereo not drawn)	-25%	?
COc1ccccc1NC(=O)CCS(=O)(=O)c1cc2c3c(c1)CCN3C(=O)CC2	17%	-9%
Cc1ccc(NS(=O)(=O)c2cc3[nH]c(=O)c(=O)[nH]c3cc2C)cc1N(C)C	59%[activator]	-4%[57.5 µM]
COc1ccccc1CNC(=O)c1nc(-c2ccccc2)oc1C	-7%	-5%
Cc1nn(-c2ccc(N3CCCCC3)nn2)c(C)c1CCC(=O)Nc1ccc(F)cc1F	-15%	-5%[57.5 µM]
O=C(/C=C/c1ccncc1)N1CCN(Cc2cccc(C(F)(F)F)c2)CC1	0%	6%
COc1cc(/C=C/c2nc3c(ccc4ccccc43)s2)cc(OC)c1OC	-9%	-10%
Cc1cccn2c(=O)c(C(=O)NCc3cccc(F)c3)cnc12	-4%	-4%[57.5 µM]
CCc1cccc2c(-c3ccccc3)nc(SCC(=O)Nc3ccc(OC)cc3)nc12	0%	-14%
COC(=O)C(NC(=O)CC(C)C)(Nc1nc2c(s1)CCCC2)C(F)(F)F (stereo not drawn)	-3%	-7%
Cc1csc2nc(-c3cccc(NC(=O)c4c(F)cccc4F)c3)cn12	-9%	-15%
CCNc1ccc2oc3ccccc3c2c1	31%[activator]	-5%
COC(=O)c1ccc(CNC(C)=O)cc1	-3%	-1%
CC(C)Cn1c(=O)c2ccccc2n2c(CCC(=O)NC(C)c3ccccc3)nnc12 (stereo not drawn)	6%	-8%
Cc1ccc2onc(CC(=O)Nc3cccc(C(F)(F)F)c3)c2c1	-6%	-11%
COc1cc(CNCCSc2nnnn2C)ccc1OCc1ccc(C)cc1	-20%	-2%
COc1ccc2cc(C(=O)NCC(C)C)c(C)nc2c1	2%	1%
CCc1nnc(NC(=O)c2cc(=O)c3cc(C)c(C)cc3o2)s1	-5%	5%
CCC(=O)Nc1ccc2nc(SCCOc3ccc(C)cc3)sc2c1	6%	37%[activator]
COc1ccc(Cn2c(=O)n(-c3ccc(C)cc3)c(=O)c3c2c2cc(C)ccc2n3C)cc1	-1%	-4%
CCc1ccc(NC(=O)CN2C(=O)c3cccc4cccc2c34)cc1	13%	?
COc1ccccc1NS(=O)(=O)c1cc(-c2cnc(C)o2)ccc1C	-8%	-2%
CC1CCN(c2nn3c(=O)c(C(=O)NC(C)C)cnc3s2)CC1	6%	23%
Cc1ccc(C)c(NC(=O)C(=O)NCC(c2cccnc2)N2CCN(c3ccc(F)cc3)CC2)c1 (stereo not drawn)	-13%	11%

Entries shown so far that have a CF3 group, in the order listed:
Compound	AID inh	UDG counterscr
O=C(/C=C/c1ccncc1)N1CCN(Cc2cccc(C(F)(F)F)c2)CC1	0%	6%
COC(=O)C(NC(=O)CC(C)C)(Nc1nc2c(s1)CCCC2)C(F)(F)F (stereo not drawn)	-3%	-7%
Cc1ccc2onc(CC(=O)Nc3cccc(C(F)(F)F)c3)c2c1	-6%	-11%

New compounds follow:
Compound	AID inh	UDG counterscr
O=C(NCC(=O)N(c1ccccc1)C1(C(=O)NC2CCCCC2)CCCCC1)c1ccccc1	4%	-5%
CCCN(CC(=O)Nc1ccccc1OC)C(=O)c1cc(=O)c2ccccc2o1	-6%	0%
COc1ccc(CN2CCc3nc(SCC(=O)Nc4cc(C)cc(C)c4)[nH]c(=O)c3C2)cc1	-24%	-7%
CSc1nn(Cc2cccc(C)c2)c(N)c1S(=O)(=O)c1ccccc1	-27%	36%[activator]
CN(C)C(=O)c1ccc(I)cc1	-2%	-5%
COc1ccc(C(=O)Nc2ccc(-c3cc4ccccc4oc3=O)c(C)c2)cc1Br	0%[57.5 µM]	-8%[57.5 µM]
CC(=O)Nc1cccc(C(C)NC(=O)Nc2cccc(Cl)c2Cl)c1 (stereo not drawn)	-2%	-8%
Cc1cc(Nc2ccccc2F)n2nc(Cc3ccccc3)nc2n1	-11%	3%
CN(Cc1nc2ccccc2c(=O)[nH]1)C(=O)Cc1csc(-c2ccccc2Cl)n1	-8%	-2%
COc1ccc(N2CC(c3nc(-c4cc(OC)c(OC)c(OC)c4)no3)CC2=O)cc1Cl (stereo not drawn)	6%	5%
Cc1ccc(Cl)cc1N1CCN(c2ncnc3onc(-c4ccc(F)cc4)c23)CC1	-11%	51%[activator]
CS(=O)(=O)c1ccc2sc(N)nc2c1	-11%	-15%
Cc1ccc(Cl)cc1-n1ncc2c(=O)n(CC(=O)Nc3ccc(F)cc3Cl)cnc21	2%	-2%
COc1cc(-c2cc3n(C)c(C)c(CCC(=O)Nc4ccc(F)cc4)c(=O)n3n2)cc(OC)c1OC	1%	-7%
CCc1nc2ccc(C(=O)NCCc3ccc(SC)cc3)cc2nc1CC	-2%	11%
Cc1ccc(OCC(=O)N(Cc2ccco2)c2ccccn2)cc1	-1%	2%
Cc1nc2ccccc2nc1SC(C)C(=O)N(C)Cc1ccccc1 (stereo not drawn)	-11%	-6%
COCCN1C(=O)C(=O)/C(=C(/O)c2ccc(OCc3ccccc3)cc2C)C1c1cccnc1 (stereo not drawn)	1%	3%
Cc1c2cnn(CC(=O)Nc3ccc(F)cc3F)c(=O)c2c(C)n1Cc1cccc(Cl)c1	6%	-13%
CCc1ccc(C(=O)COC(=O)[C@@H](NC(N)=O)[C@@H](C)CC)cc1	15%	-8%
COC(=O)c1ccc(CNC2CCCCC2)o1	-1%	-8%
O=C(NC1CCCCCC1)c1cc2c(Cl)nc3ccccc3c2s1	12%	-5%
C/C(=N\NC(=O)C1CC1c1ccccc1)c1cccc(C)c1 (stereo not drawn)	-7%	2%
CCOc1ccccc1C(=O)N(Cc1ccc(N(C)C)cc1)CC1CCCO1 (stereo not drawn)	1%	3%
c1cc(CNCC2CCCO2)cs1 (stereo not drawn)	-9%	-8%

As entered above.
For AID inh, Cc1cc(Nc2ccccc2F)n2nc(Cc3ccccc3)nc2n1 shows -11%
For AID inh, O=C(NCC(=O)N(c1ccccc1)C1(C(=O)NC2CCCCC2)CCCCC1)c1ccccc1 shows 4%

More structures:
Compound	AID inh	UDG counterscr
Cn1c(=O)c2c(nc(Br)n2CC(=O)c2ccc(Cl)cc2)n(C)c1=O	-5%	-6%
COc1ccc(CNC(=O)c2cc3sccc3n2Cc2ccc(C)cc2)cc1	17%	-11%
Cc1ccc(C)c(S(=O)(=O)Nc2ccc3c(c2)CCCN3C(=O)c2cccs2)c1	-12%	7%
O=C(Cn1c(=O)oc2cc(S(=O)(=O)NC3CCCC3)ccc21)Nc1ccc(F)c(F)c1	12%	-17%
CCOC(=O)Cn1c(=O)cc(C)c2c(C)nn(-c3cccc(F)c3)c21	-6%	-9%
O=C(Nc1ccc(-c2cn3cccnc3n2)cc1)c1cc(Br)ccc1Cl	-29%	-12%
Cc1ccc(C(=O)c2cn(Cc3c(F)cccc3Cl)c3nc(C)ccc3c2=O)cc1	-28%	-7%
CC(SC(C)c1ccccc1F)C(=O)NC(N)=O (stereo not drawn)	-7%	-15%
Cn1nc(C(=O)N2CCC(n3c(=O)[nH]c4ccccc43)CC2)c2ccccc2c1=O	3%	-5%
Cc1cccc(NC(=O)Cn2cc(S(=O)(=O)N3CCCC3)c(S(=O)(=O)N3CCCC3)c2)c1C	-4%[57.5 µM]	-10%[57.5 µM]
CC(=O)c1ccc(NC(=O)NC(=O)c2ccc(Cl)cc2)cc1	-6%	4%
Cc1c(C)c2ccc(OCC(=O)NCCCn3ccnc3)cc2oc1=O	-4%	-4%
O=CNNC(=S)NCc1ccco1	1%	-3%
CC(=O)N1CCCc2cc(S(=O)(=O)N3CCC(C(=O)NCc4ccc(N(C)C)cc4)CC3)ccc21	14%	2%
CCN1C(=O)c2ccccc2S(=O)c2ccc(C(=O)NCc3ccc(C)cc3)cc21 (stereo not drawn)	?	-8%
CC(=O)Nc1ccc(NC(=O)NC(C)c2ccc(F)cc2)cc1 (stereo not drawn)	0%	5%
O=C(CSc1nc(=O)n(CCN2CCOCC2)c2c1CCC2)Nc1ccc(F)cc1F	-13%	0%
COc1ccc(CNC(=O)C23CC4CC(CC(C4)C2)C3)cc1	1%	-10%
O=C(CCSCc1cccc(Cl)c1)NCCc1ccc(Cl)cc1	?	-2%
CC(C)(C)c1ccc(CN(Cc2ccco2)c2cnc(S(C)(=O)=O)nc2C(=O)Nc2ccc(F)cc2)cc1	-1%	-2%
CCCN(CCC)CCNC(=O)c1nn(C)c2c1CS(=O)(=O)c1ccccc1-2	-3%	0%
CCCCCCCCOc1ccc(OC(=O)c2ccncc2)cc1	-3%	2%
FC(F)(F)c1ccc(C(c2ccccc2)N2CCNCC2)cc1 (stereo not drawn)	-1%	-1%
O=C(/C=C/c1ccc(F)cc1)NNC(=O)c1ccc(NC(=O)C2CCCCC2)cc1	3%	-7%
O=C(NCc1ccccc1Cl)c1ccc2c(c1)N(Cc1ccccc1)C(=O)CS2	-1%	-1%
CCOC(=O)c1scc(-c2ccc(C)cc2)c1S(=O)(=O)Nc1ccc(F)c(F)c1	9%	?
CCCCCCCCS(=O)CCO (stereo not drawn)	4%	-1%
Fc1ccc(NC(=S)NCCc2ccccn2)cc1Cl	2%	-2%
CCOC(=O)c1c(NC(=O)CSc2ccccn2)sc2c1CCC2	-17%	-7%
COc1ccc(CCNC(=O)c2ccc(Cn3c(=O)c4ccccc4n(Cc4cccc(C)c4)c3=O)cc2)cc1OC	10%	-4%
CC(Oc1ccccc1Cl)C(=O)N1CCN(CCc2ccccn2)CC1 (stereo not drawn)	48%[activator][57.5 µM]	6%[57.5 µM]
CC(C)C(=O)N1N=C(c2ccc3c(c2)OCO3)CC1c1ccc2nccnc2c1 (stereo not drawn)	-9%	2%
COc1ccc(C(=O)N(c2ccc(OC)cc2)S(=O)(=O)c2ccc3c(c2)n(C)c(=O)n3C)cc1	31%[activator]	12%
COc1cccc2c1cc1c(=O)n(CC(=O)N3CCN(c4cc(Cl)ccc4C)CC3)nc(C)n12	-1%	-10%
O=C(Cn1c(=O)n(CC2CCCO2)c(=O)c2ccccc21)Nc1ccc(F)cc1F (stereo not drawn)	5%	-8%
COc1ccc(-c2noc(CN(C(=O)Cc3ccc(C)cc3)C(C)C)n2)cc1	?	-8%
CN(C)c1nc2c(c(=O)[nH]c(=O)n2C)n1CCOc1ccccc1	3%	2%
Cc1ccc(CCNS(=O)(=O)c2ccc3c(c2)CC(C)N3C(=O)C2CCC2)cc1 (stereo not drawn)	3%	45%[activator]
N#CCc1ccc(NC(=O)CNc2cccc(F)c2)cc1	7%	4%
COC(=O)c1ccc(NC(=O)C(NC(=O)c2ccccc2)C(C)C)c(C)c1 (stereo not drawn)	1%	-1%
Cc1ccc(NC(=O)Cn2c(=O)n(Cc3ccc(C(=O)NCc4ccc5c(c4)OCO5)cc3)c(=O)c3ccccc32)cc1	8%	6%
COc1cc(C2CC(=O)Nc3c2c(=O)[nH]c2nc4ccccc4n32)ccc1O (stereo not drawn)	39%[activator]	13%
Fc1ccccc1CNCCCSc1nnnn1-c1ccccc1	-1%	5%
Cc1ccccc1NC(=O)CC1C(=O)NCCN1C(=O)c1cccc(Cl)c1 (stereo not drawn)	-5%	-6%
CCCCCn1c(NCc2ccccc2OC)nc2ccccc21	?	-17%
CSc1cccc(NC(=O)c2cccc(Cl)c2Cl)c1	-7%	-6%
CCCCNc1ncnc2c1nnn2C	7%	-9%
O=C(NC1CCCC1)c1ccc2c(=O)n(Cc3ccccc3)c(SCc3cccc(F)c3)nc2c1	4%	8%
O=C(/C(=C/c1ccsc1)C(=O)C(F)(F)F)c1ccccc1	-21%	-1%
CCc1nnsc1C(=O)NCC1(c2ccc(F)cc2)CC1	0%	2%

Arranged by molar mass (falling): some entries from above
Compound	AID inh	UDG counterscr
Cc1ccc(NC(=O)Cn2c(=O)n(Cc3ccc(C(=O)NCc4ccc5c(c4)OCO5)cc3)c(=O)c3ccccc32)cc1	8%	6%
CCCN(CC(=O)Nc1ccccc1OC)C(=O)c1cc(=O)c2ccccc2o1	-6%	0%
CSc1cccc(NC(=O)c2cccc(Cl)c2Cl)c1	-7%	-6%

The list goes on:
Compound	AID inh	UDG counterscr
COc1cc(C(=O)OCCOc2ccc(F)cc2)cc(OC)c1OC	-5%	5%
Cc1noc2ncnc(N3CCCC(C(=O)NCCC(C)C)C3)c12 (stereo not drawn)	?	-14%
Cc1ccccc1C(=O)NC(NC(=O)c1ccccc1C)c1ccccc1F	3%	0%
Cc1ccc(Cn2c(=O)n(CCCCC(=O)NCc3ccc4c(c3)OCO4)c(=O)c3ccccc32)cc1	3%	-7%
Cc1ccc2c(=O)cc(C(=O)Nc3nnc(CC(C)C)s3)oc2c1	-17%	-16%
C[N+](C)(C)CC(C[N+](C)(C)C)OCc1ccccc1	-2%	0%
CCOC(=O)c1c(C)[nH]c(C(=O)OCc2ccc(C(=O)OC)cc2)c1C	0%	5%
CCOC(=O)C1CCN(S(=O)(=O)c2cc(-c3cc(C)no3)ccc2C)CC1	-21%	?
Cc1ccc(CNC(=O)CCS(=O)(=O)c2ccc3c(c2)CC(C)N3C(=O)C2CC2)cc1 (stereo not drawn)	2%	4%[57.5 µM]
CCCNC(=O)NC(=O)CNc1cccc(C)c1C(=O)OC	1%	2%
Cc1cccc(C(=O)Nc2cc(-c3ccccc3F)nn2-c2ccccc2)c1	-13%	?
